Screening data deposited in PubChem BioAssay by several laboratories.
NCOA2 inhibitor: inhibition of GAL4-SRC2 driven luciferase reporter, primary screen, SRC2 inhibitor project, cell-based, luminescence; HEK293 GAL4-SRC2 luciferase reporter; 370,000 compounds, 0.17% hits; inhibition, % at 9 µM; Nuclear receptor coactivator 2 (Homo sapiens), Q15596; AID 651957, 2012;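 active = inhibition above the mean inhibition of all tested compounds plus 3 SD, set per campaign, cut at about 52% in these data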;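 also: 0% = DMSO treated cells and 100% = cells given Gossypol at 36 µM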
SRC3 inh: SRC3 coactivator transcriptional activity inhibitors, primary screen, cell-based, luminescence. HEK293 GAL4-SRC3 luciferase reporter. inhibition, % at 3.6 µM. Nuclear receptor coactivator 3 (Homo sapiens), Q9Y6Q9. 360,000 compounds, 0.17% hits;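 active = inhibition above a per-campaign cutoff, the mean of all compounds plus 3 SD, cut at about 60% in these data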;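 also: 0% = DMSO-treated cells and 100% = gossypol-treated cells at 36 µM; higher means less SRC3-driven luciferase light from the GAL4 reporter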
Target sequence (Q9Y6Q9 whole entry, looked up, the tested form may be a part): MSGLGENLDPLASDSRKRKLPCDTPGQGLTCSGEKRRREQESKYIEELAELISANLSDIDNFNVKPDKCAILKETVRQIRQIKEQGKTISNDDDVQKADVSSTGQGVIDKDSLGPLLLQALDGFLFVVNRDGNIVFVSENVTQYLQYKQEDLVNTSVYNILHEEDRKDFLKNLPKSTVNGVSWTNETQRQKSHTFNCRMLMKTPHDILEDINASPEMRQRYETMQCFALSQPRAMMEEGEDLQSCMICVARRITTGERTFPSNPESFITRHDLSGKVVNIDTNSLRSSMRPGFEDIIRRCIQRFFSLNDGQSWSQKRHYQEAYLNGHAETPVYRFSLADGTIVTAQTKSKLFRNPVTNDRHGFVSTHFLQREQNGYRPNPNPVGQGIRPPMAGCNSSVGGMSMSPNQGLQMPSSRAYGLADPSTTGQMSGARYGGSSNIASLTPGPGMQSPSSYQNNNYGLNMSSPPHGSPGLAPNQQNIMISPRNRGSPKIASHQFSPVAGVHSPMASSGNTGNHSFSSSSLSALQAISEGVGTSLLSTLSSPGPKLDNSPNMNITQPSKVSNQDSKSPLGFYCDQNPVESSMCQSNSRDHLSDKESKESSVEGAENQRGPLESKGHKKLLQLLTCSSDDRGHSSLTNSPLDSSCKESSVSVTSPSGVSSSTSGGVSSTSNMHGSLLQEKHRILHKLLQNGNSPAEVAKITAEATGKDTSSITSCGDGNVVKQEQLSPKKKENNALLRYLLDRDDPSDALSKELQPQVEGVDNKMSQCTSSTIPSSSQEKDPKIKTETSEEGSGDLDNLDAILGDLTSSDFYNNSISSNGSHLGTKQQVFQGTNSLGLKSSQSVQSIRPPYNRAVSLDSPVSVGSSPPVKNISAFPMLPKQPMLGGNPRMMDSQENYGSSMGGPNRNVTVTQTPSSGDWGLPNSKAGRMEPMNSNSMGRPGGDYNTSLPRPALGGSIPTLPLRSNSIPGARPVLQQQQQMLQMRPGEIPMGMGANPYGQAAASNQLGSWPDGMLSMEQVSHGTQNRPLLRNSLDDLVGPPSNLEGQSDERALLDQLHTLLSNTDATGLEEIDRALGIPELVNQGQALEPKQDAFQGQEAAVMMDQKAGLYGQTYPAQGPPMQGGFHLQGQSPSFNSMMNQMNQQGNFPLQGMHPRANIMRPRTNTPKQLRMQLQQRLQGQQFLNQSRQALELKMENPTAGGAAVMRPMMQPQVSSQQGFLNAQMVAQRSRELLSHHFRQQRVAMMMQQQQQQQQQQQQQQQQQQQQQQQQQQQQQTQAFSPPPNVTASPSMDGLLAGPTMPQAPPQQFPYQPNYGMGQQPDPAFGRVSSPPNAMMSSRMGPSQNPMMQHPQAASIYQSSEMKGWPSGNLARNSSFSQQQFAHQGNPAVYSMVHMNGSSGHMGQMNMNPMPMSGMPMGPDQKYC
NOD2 RIPK2 PPI: NOD2-RIPK2 binding disruptors in cells, primary screen, fluorescence, CHO cells, BLA complementation; Receptor-interacting serine/threonine-protein kinase 2 (Homo sapiens), O43353; CCF4 ratio; inhibition, % at 4.98 µM; 360,000 compounds, 0.38% hits; in the data active = inhibition above about 21%;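 also: 0% = vehicle only and 100% = reference blocker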
COUP-TFII inh: NR2F2 transcriptional activity inhibitors, primary screen, cell-based, luciferase reporter, HEK293T, luminescence | 370,000 compounds, 0.7% hits | HEK293T NGFI-A luciferase reporter | COUP transcription factor 2 (Homo sapiens), P24468 | inhibition, % at 8.6 µM;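 active = inhibition above a per-plate cutoff, mean inhibition of test wells between control levels plus 3 SD, cut at about 38% in these data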;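 also: cells cotransfected with COUP-TFII expression vector driving the NGFI-A reporter; 0% = median of COUP-TF2 test wells and 100% = reporter-only cells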
SRC1 inh: SRC1 coactivator transcriptional activity inhibitors, primary screen, cell-based, luminescence; AID 588354, 2011; HEK293 GAL4-SRC1 luciferase reporter; inhibition, % at 3.6 µM; 360,000 compounds, 0.12% hits; Nuclear receptor coactivator 1 (Homo sapiens), Q15788;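 active = inhibition above the campaign mean plus 3 SD, with each screening campaign given its own cutoff, cut at about 60% in these data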;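 also: 0% = DMSO treated cells and 100% = gossypol at 36 µM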
TLR9-MyD88 inh: inhibitors of TLR9-MyD88 association in cells, primary screen, cell-based, CHO, BLA complementation, fluorescence. Toll-like receptor 9 (Homo sapiens) + Myeloid differentiation primary response protein …. CCF4 FRET ratio. inhibition, % at 4.98 µM. 340,000 compounds, 0.21% hits. AID 504734, 2011;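 active = inhibition above the mean over all tested compounds plus 3 SD, cut at about 21% in these data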;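 also: 0% = DMSO only wells and 100% = clavulanate BLA inhibitor control wells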
TROY signal inh: inhibitors of TROY-driven NF-kB signaling, primary screen, Q293 LMP1-TROYcd cells, NF-kB luciferase, uHTS; inhibition, % at 10 µM; 360,000 compounds, 0.98% hits; Q293 LMP1-TROYcd NF-kB luciferase reporter, 4 h;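 active = compounds whose plate-normalised and pattern-corrected inhibition of the luciferase reporter signal at the single screening dose is 50% or more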
C8 TRAIL sens: viability loss with TRAIL in NB7+C8 cells, primary screen, TRAIL sensitizer project, cell-based, ATPlite luminescence; 360,000 compounds, 1% hits; inhibition (viability loss, TRAIL sensitization), % at 10 µM; AID 624354, 2012;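 active = compounds causing at least 50% loss of cell viability in the single-dose screen, relative to plate controls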
LRH-1 inv ag: LRH-1 (NR5A2) inverse agonists, primary screen, cell-based, luminescence, HEK293T, StAR-luciferase reporter; LRH-1 transfected, 24 h; inhibition, % at 3.6 µM; Nuclear receptor subfamily 5 group A member 2 (Homo sapiens), O00482; 360,000 compounds, 0.13% hits;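 active = inhibition above the mean inhibition of all tested compounds plus 3 SD, cut at about 73% in these data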;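 also: 0% = DMSO wells and 100% = reporter-only cells lacking LRH-1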
TWEAK Fn14 block: inhibitors of TWEAK-Fn14 signaling, primary screen, luciferase reporter cells, uHTS; AID 1159606, 2016; TWEAK-stimulated Fn14 reporter cells, luciferase luminescence, 8 h; inhibition, % at 10 µM; 360,000 compounds, 2% hits; in the data active = inhibition above about 50%
LMP1 NFkB inh: EBV LMP1-driven NF-kappaB luciferase reporter inhibitors, primary screen, cell-based, luminescence, single point | LMP1-induced NF-kappaB luciferase reporter cells | inhibition, % at 12.5 µM | 350,000 compounds, 0.69% hits | AID 504558, 2011; in the data active = inhibition above about 41%;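 also: 0% = neutral control wells and 100% = reference inhibitor control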
* marks the source's active call; other numbers are inactive results. The list is partial, so the mix of outcomes need not match the whole.

What do the screens show for `CCOC(=O)c1ccc(S(=O)(=O)NNc2ccc(C(F)(F)F)cn2)cc1`?
NCOA2 inhibitor: 11; SRC3 inh: 7; NOD2 RIPK2 PPI: 1; COUP-TFII inh: 1; SRC1 inh: -4; TLR9-MyD88 inh: -22; TROY signal inh: -7; C8 TRAIL sens: -10; LRH-1 inv ag: -7; TWEAK Fn14 block: -5; LMP1 NFkB inh: -12

Results for Cc1cc(C)nc(/N=C(\N)Nc2ccc(OCc3ccccc3)cc2)n1 ?
NCOA2 inhibitor: 2; SRC3 inh: 20; NOD2 RIPK2 PPI: -8; COUP-TFII inh: 47*; SRC1 inh: -14; TLR9-MyD88 inh: 8; TROY signal inh: 21; C8 TRAIL sens: 29; LRH-1 inv ag: 34; TWEAK Fn14 block: -10; LMP1 NFkB inh: -5

What do the screens show for `CCCNC(=O)C(Cc1ccc(OC)cc1)NC(=O)c1ccc(Cl)cc1` (stereo not drawn)?
NCOA2 inhibitor: -39; SRC3 inh: -19; NOD2 RIPK2 PPI: 0; COUP-TFII inh: -19; SRC1 inh: -19; TLR9-MyD88 inh: -6; TROY signal inh: -11; C8 TRAIL sens: -17; LRH-1 inv ag: -20; TWEAK Fn14 block: -17; LMP1 NFkB inh: -8

Results for Cn1nnnc1Sc1ncnc2scc(-c3ccc(C#N)cc3)c12 ?
NCOA2 inhibitor: 37; SRC3 inh: 32; NOD2 RIPK2 PPI: 8; COUP-TFII inh: -32; SRC1 inh: 3; TLR9-MyD88 inh: 6; TROY signal inh: 46; C8 TRAIL sens: 10; LRH-1 inv ag: 22; TWEAK Fn14 block: 83*; LMP1 NFkB inh: 57*

How did COc1ccc(N2CCOCC2)c(NC(=O)c2ccc3c(c2)OCO3)c1 do in these assays?
NCOA2 inhibitor: 1; SRC3 inh: 6; NOD2 RIPK2 PPI: -3; COUP-TFII inh: 0; SRC1 inh: -14; TLR9-MyD88 inh: 1; TROY signal inh: -1; C8 TRAIL sens: 9; LRH-1 inv ag: 10; TWEAK Fn14 block: 33; LMP1 NFkB inh: -1

How did Cc1ccc(N2CC(C(=O)N3CCC(C(=O)NCCCOC(C)C)CC3)CC2=O)cc1 (stereo not drawn) do in these assays?
NCOA2 inhibitor: -11; SRC3 inh: 9; NOD2 RIPK2 PPI: -13; COUP-TFII inh: 1; SRC1 inh: 25; TLR9-MyD88 inh: 0; TROY signal inh: 1; C8 TRAIL sens: 11; LRH-1 inv ag: 3; TWEAK Fn14 block: 1; LMP1 NFkB inh: -6

How did COc1nnc(-c2ccc(N3CCOCC3)c(NC(=O)C3CCCCC3)c2)c2ccccc12 do in these assays?
NCOA2 inhibitor: -3; SRC3 inh: -1; NOD2 RIPK2 PPI: -11; COUP-TFII inh: -9; SRC1 inh: -6; TLR9-MyD88 inh: 5; TROY signal inh: 7; C8 TRAIL sens: 3; LRH-1 inv ag: -8; TWEAK Fn14 block: -34; LMP1 NFkB inh: 0

How did CN(C)CCNc1nc2sc3c(c2c(=O)n1-c1ccccc1)CCCCC3 do in these assays?
NCOA2 inhibitor: -3; SRC3 inh: -1; NOD2 RIPK2 PPI: -10; COUP-TFII inh: 9; SRC1 inh: -3; TLR9-MyD88 inh: -6; TROY signal inh: -18; C8 TRAIL sens: -9; LRH-1 inv ag: 3; TWEAK Fn14 block: -10; LMP1 NFkB inh: -5

What do the screens show for `O=C(Cc1ccc(S(=O)(=O)N2CCOCC2)s1)NCCC(c1ccccc1)c1ccccc1`?
NCOA2 inhibitor: 4; SRC3 inh: 19; NOD2 RIPK2 PPI: -9; COUP-TFII inh: -2; SRC1 inh: -11; TLR9-MyD88 inh: 6; TROY signal inh: 5; C8 TRAIL sens: -1; LRH-1 inv ag: -5; TWEAK Fn14 block: 26; LMP1 NFkB inh: -10

What do the screens show for `CCOC(=O)C1(Cc2ccccc2Cl)CCN(C(=O)c2cnccn2)CC1`?
NCOA2 inhibitor: -44; SRC3 inh: -69; NOD2 RIPK2 PPI: 2; COUP-TFII inh: -35; SRC1 inh: -65; TLR9-MyD88 inh: -9; TROY signal inh: -47; C8 TRAIL sens: 7; LRH-1 inv ag: -122; TWEAK Fn14 block: -19; LMP1 NFkB inh: -22

How did CCc1nnc2n1N=C(c1ccc(Cl)cc1)CS2 do in these assays?
NCOA2 inhibitor: -2; SRC3 inh: -6; NOD2 RIPK2 PPI: -3; COUP-TFII inh: -8; SRC1 inh: -5; TLR9-MyD88 inh: 2; TROY signal inh: -6; C8 TRAIL sens: -3; LRH-1 inv ag: -1; TWEAK Fn14 block: 13; LMP1 NFkB inh: 1

How did Cc1cc2c(c(/C=C/C(=O)c3ccccc3)c1)OC1(C=C2)Oc2ccccc2C(=O)N1C (stereo not drawn) do in these assays?
NCOA2 inhibitor: -21; SRC3 inh: 18; NOD2 RIPK2 PPI: -4; COUP-TFII inh: -10; SRC1 inh: 12; TLR9-MyD88 inh: 0; TROY signal inh: 17; C8 TRAIL sens: 4; LRH-1 inv ag: -2; TWEAK Fn14 block: 69*; LMP1 NFkB inh: -40

What do the screens show for `Cc1ccccc1C(=O)NNC(=O)C1CCN(c2ncccn2)CC1`?
NCOA2 inhibitor: -23; SRC3 inh: -11; NOD2 RIPK2 PPI: -9; COUP-TFII inh: 8; SRC1 inh: 1; TLR9-MyD88 inh: -11; TROY signal inh: 12; C8 TRAIL sens: -4; LRH-1 inv ag: -7; TWEAK Fn14 block: -14; LMP1 NFkB inh: 4

What do the screens show for `Cc1ccc(-n2c(CCc3ccccc3)n[nH]c2=S)cc1C`?
NCOA2 inhibitor: 31; SRC3 inh: -6; NOD2 RIPK2 PPI: 7; COUP-TFII inh: -13; SRC1 inh: -35; TLR9-MyD88 inh: 10; TROY signal inh: -2; C8 TRAIL sens: -6; LRH-1 inv ag: 5; TWEAK Fn14 block: -9; LMP1 NFkB inh: -5

How did Cc1ccc(NC(=O)CSCC(N)=O)cc1C do in these assays?
NCOA2 inhibitor: 0; SRC3 inh: 2; NOD2 RIPK2 PPI: -3; COUP-TFII inh: 3; SRC1 inh: -3; TLR9-MyD88 inh: 2; TROY signal inh: -1; C8 TRAIL sens: 1; LRH-1 inv ag: 24; TWEAK Fn14 block: 0; LMP1 NFkB inh: 3

Results for O=C(CSc1nnc(-c2ccccn2)n1Cc1ccccc1)N1CCOCC1 ?
NCOA2 inhibitor: 16; SRC3 inh: 23; NOD2 RIPK2 PPI: -5; COUP-TFII inh: 11; SRC1 inh: 8; TLR9-MyD88 inh: 13; TROY signal inh: 8; C8 TRAIL sens: -1; LRH-1 inv ag: 6; TWEAK Fn14 block: 0; LMP1 NFkB inh: -5

Results for CSc1nsc(SC)c1NC(=O)N1CCCC1 ?
NCOA2 inhibitor: 2; SRC3 inh: 4; NOD2 RIPK2 PPI: 4; COUP-TFII inh: 9; SRC1 inh: 13; TLR9-MyD88 inh: -3; TROY signal inh: 9; C8 TRAIL sens: -6; LRH-1 inv ag: 1; TWEAK Fn14 block: 1; LMP1 NFkB inh: 3

What do the screens show for `O=C(CN1C(=O)COc2ccc(S(=O)(=O)N3CCCCC3)cc21)NCc1ccc(Cl)cc1`?
NCOA2 inhibitor: -3; SRC3 inh: -10; NOD2 RIPK2 PPI: 2; COUP-TFII inh: 1; SRC1 inh: 15; TLR9-MyD88 inh: -8; TROY signal inh: -16; C8 TRAIL sens: 4; LRH-1 inv ag: -15; TWEAK Fn14 block: 1; LMP1 NFkB inh: 0

What do the screens show for `O=C(c1ccco1)N1CCN(CC2CC3C=CC2C3)CC1` (stereo not drawn)?
NCOA2 inhibitor: -20; SRC3 inh: -20; NOD2 RIPK2 PPI: -7; COUP-TFII inh: -23; SRC1 inh: -2; TLR9-MyD88 inh: -4; TROY signal inh: -23; C8 TRAIL sens: -12; LRH-1 inv ag: -20; TWEAK Fn14 block: -12; LMP1 NFkB inh: -1

Results for CC(Oc1ccc(Cl)cc1Cl)C(=O)N(C)c1ccccc1 (stereo not drawn) ?
NCOA2 inhibitor: 6; SRC3 inh: 8; NOD2 RIPK2 PPI: -8; COUP-TFII inh: 2; SRC1 inh: -5; TLR9-MyD88 inh: -10; TROY signal inh: -5; C8 TRAIL sens: 2; LRH-1 inv ag: 5; TWEAK Fn14 block: 3; LMP1 NFkB inh: 3

A stretch from the list above, as a working copy:
What do the screens show for `Cc1ccccc1C(=O)NNC(=O)C1CCN(c2ncccn2)CC1`?
NCOA2 inhibitor: -23; SRC3 inh: -11; NOD2 RIPK2 PPI: -9; COUP-TFII inh: 8; SRC1 inh: 1; TLR9-MyD88 inh: -11; TROY signal inh: 12; C8 TRAIL sens: -4; LRH-1 inv ag: -7; TWEAK Fn14 block: -14; LMP1 NFkB inh: 4

What do the screens show for `Cc1ccc(-n2c(CCc3ccccc3)n[nH]c2=S)cc1C`?
NCOA2 inhibitor: 31; SRC3 inh: -6; NOD2 RIPK2 PPI: 7; COUP-TFII inh: -13; SRC1 inh: -35; TLR9-MyD88 inh: 10; TROY signal inh: -2; C8 TRAIL sens: -6; LRH-1 inv ag: 5; TWEAK Fn14 block: -9; LMP1 NFkB inh: -5

How did Cc1ccc(NC(=O)CSCC(N)=O)cc1C do in these assays?
NCOA2 inhibitor: 0; SRC3 inh: 2; NOD2 RIPK2 PPI: -3; COUP-TFII inh: 3; SRC1 inh: -3; TLR9-MyD88 inh: 2; TROY signal inh: -1; C8 TRAIL sens: 1; LRH-1 inv ag: 24; TWEAK Fn14 block: 0; LMP1 NFkB inh: 3

Results for O=C(CSc1nnc(-c2ccccn2)n1Cc1ccccc1)N1CCOCC1 ?
NCOA2 inhibitor: 16; SRC3 inh: 23; NOD2 RIPK2 PPI: -5; COUP-TFII inh: 11; SRC1 inh: 8; TLR9-MyD88 inh: 13; TROY signal inh: 8; C8 TRAIL sens: -1; LRH-1 inv ag: 6; TWEAK Fn14 block: 0; LMP1 NFkB inh: -5
